12-LOX inh = ALOX12 (human) lipoxygenase inhibition. P18054. Potency, µM (highest dose often 108 µM), inactives show top-dose activity change, negative = inhibition, most hits filed as inhibitors. hit rate 1.1% among 580,000. purified 12hLO, xylenol orange hydroperoxide absorbance. AID 1671190; active means well fitted inhibition curve with a large enough effect; inconclusive means small, poorly fitted or top-dose-only effect, or another doubt; inactive means no such curve, though single readings can be large or run the other way
Target sequence (P18054 whole entry, looked up): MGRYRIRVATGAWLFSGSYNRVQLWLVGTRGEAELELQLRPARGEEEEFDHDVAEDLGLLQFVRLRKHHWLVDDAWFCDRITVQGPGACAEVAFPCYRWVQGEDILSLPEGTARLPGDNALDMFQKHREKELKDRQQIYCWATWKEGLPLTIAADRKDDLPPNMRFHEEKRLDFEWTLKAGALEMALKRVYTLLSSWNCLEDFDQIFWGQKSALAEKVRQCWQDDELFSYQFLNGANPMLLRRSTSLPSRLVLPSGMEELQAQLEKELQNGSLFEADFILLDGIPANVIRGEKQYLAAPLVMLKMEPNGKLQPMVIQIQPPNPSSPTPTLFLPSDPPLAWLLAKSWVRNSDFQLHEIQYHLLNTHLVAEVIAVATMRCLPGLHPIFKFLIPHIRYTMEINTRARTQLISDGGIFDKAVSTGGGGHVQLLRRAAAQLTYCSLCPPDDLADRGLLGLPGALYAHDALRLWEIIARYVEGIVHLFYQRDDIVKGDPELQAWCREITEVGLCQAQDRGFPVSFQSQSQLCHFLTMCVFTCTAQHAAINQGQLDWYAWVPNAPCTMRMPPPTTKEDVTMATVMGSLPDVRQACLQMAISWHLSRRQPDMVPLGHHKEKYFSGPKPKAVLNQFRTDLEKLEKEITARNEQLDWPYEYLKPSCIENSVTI
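Purified human 12hLO at 150 nM in 25 mM Hepes, 0.01% Triton X-100, pH 7.0, preincubated 15 min at room temperature with compound. Reaction started with 40 uM arachidonic acid, 30 min at room temperature. Hydroperoxide measured by Fe-xylenol orange, 573/405 nm absorbance ratio.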
Active calls of the source: *; ? = inconclusive; [ ] = another dose, or the depositor's remark. On the % scale 0 is the no-effect control and ±100 the full control effect; potency means the concentration at half of the fitted maximal effect.

Molecule	12-LOX inh
Cc1ccc(-c2cc3c(=O)n(CCNC(=O)c4ccc(F)c(F)c4)ccn3n2)c(C)c1	61%[activator]
CC(=O)c1ccccc1NC(=O)CSC1=Nc2ccccc2C2CC=NN12 (stereo not given)	1%
O=C(NN=Cc1ccccc1Cl)C(=O)Nc1cccc(C(F)(F)F)c1	9%
O=c1[nH]c(C2CCCN([S+](=O)([O-])c3cccc(C(F)(F)F)c3)C2)nn1-c1ccc(F)cc1 (stereo not given)	18%
CCC(=O)Nc1ccc(C(=O)NN=C(C)C)cc1	-21%
CCn1nccc1C(=O)N1CCC(N2CC3CC(C2)[C@H]2CCCC(=O)N2C3)CC1 (stereo not given in full)	?
COc1ccc(C2C(c3ccc(C)cc3)=C(O)C(=O)N2CCc2ccccc2)cc1 (stereo not given)	?
C=CCNC(=O)CSc1cc(C)c2cc(C)cc(C)c2n1	40%
CCCC(=O)Nc1cc(-c2nc3cc(C)ccc3o2)ccc1C	?
CN1C[C@H](NCc2cccc(Cl)c2)CCC[C@@H](C(=O)NCc2cc(F)cc(F)c2)CC1=O	3%
C[C@@H]1CN([C@H](C)CO)C(=O)CCCn2nncc2CO[C@H]1CN(C)S(=O)(=O)c1ccc2ccccc2c1	6%
O=S(=O)(NC[C@H]1O[C@@H](CO)[C@@H](O)[C@H]1N1CCOCC1)c1ccccc1	-2%[176 µM]
COC(=O)c1cc(C(=O)c2cc(F)ccc2O)cc(C(=O)OC)c1O	?
COCC1CN(C2CCC2)CC12CCN(C(=O)c1ccn[nH]1)CC2 (stereo not given)	48%[activator]
COc1ccccc1C(=O)N[C@@H]1c2ccccc2C2(CCN(Cc3nc(C(C)C)cs3)CC2)[C@H]1O	7%
CNC(=O)[C@H]1C[C@H](Oc2ccccc2)CN1C(=O)c1cc(-c2ccccc2)n[nH]1	?
O=C(NCC1CCOCC1)c1n[nH]c2ccccc12	32%[activator]
O=C(O)C1(Oc2ccc3ccccc3c2)CCN(c2ncnc3nc[nH]c23)CC1	54%[activator]
O=C1CCN(S(=O)(=O)c2ccccc2)CCCN(C(=O)Cc2cccnc2)CCN1	17%
Cc1cc(N2CCN(C(=O)OC(C)(C)C)C[C@H]2C)ccc1N1C[C@@H](C)O[C@@H](C)C1	-1%
COCc1ccc2c(c1)c(OC(C)(C)C(=O)NCc1ccncc1)nn2Cc1cccc(OC)c1	-3%
COc1cccc(-c2cc3nc(C)c(C)c(N4CCN(C(=O)c5ccoc5)CC4)n3n2)c1	-10%
O=C1CC2(CCN(CC3CCCCC3)CC2)Oc2ccccc2N1	10%[176 µM]
Cc1ccccc1-c1noc(CN(C)Cc2cc(-c3ccncc3)no2)n1	29%
Cc1ccccc1CN1C(=O)CSCC1(C)C(=O)NC(C)C (stereo not given)	24%
COc1ccc2[nH]cc(CCNC(=O)C3CCCCC(=O)N3Cc3ccccc3)c2c1 (stereo not given)	-3%
C[C@H](CO)N1C[C@H](C)[C@H](CN(C)C(=O)Nc2ccnc(N3CCOCC3)c2)OCc2cnnn2CCCC1=O	-19%
CC(C)(C#N)C(=O)NCc1ccccc1OCc1ccccc1	0%
N#C/C(=C/c1ccc(OC(F)(F)C(F)C(F)(F)F)cc1)C(=O)NC1CC1 (stereo not given)	-23%
CC1CCC2(CC1)NC(=O)N(CC(=O)NCc1ccccc1F)C2=O (stereo not given)	38%[activator]
CC(NC1CCC2(CCNCC2)CC1)c1ccc(S(C)(=O)=O)cc1 (stereo not given)	?
CCc1nn(-c2ccccc2)c2c1CN(C(=O)NC)C(c1ccccc1)c1cccn1-2 (stereo not given)	-17%
CCn1cc(CN2CC[C@H](CO)[C@H](N(C)C)C2)c(C)n1	2%
COc1ccc(-c2cnc3[nH]cc(CC(=O)NCc4cccnc4)c3c2)cc1OC	15%[176 µM]
CC(C)C(CNCc1ccccc1)N1CCCC1 (stereo not given)	?
O=C(N1CCC2(CC1)OCCCC2O)C1(c2ccc(Cl)cc2)CCC1 (stereo not given)	-10%
CN(Cc1ccsc1)c1ccc(C(=O)N2CCCN(c3ncccn3)CC2)cn1	7%
O=C(c1ccccc1)N1CCCCC1c1nc(-c2cccnn2)no1 (stereo not given)	59%[activator]
CCc1noc(-c2cn(C3CCN(C(=O)c4ccc(OC)cc4C)CC3)nn2)n1	27%
CC1CCc2noc(NC(=O)c3ccc(F)cc3)c2C1 (stereo not given)	6%
COc1ncc(CN2CC[C@@H]3OCC(=O)N(Cc4cccc(C(N)=O)c4)[C@H]3CC2)cn1	9%[176 µM]
CCOC(=O)c1[nH]c(C=O)c(C(C)=O)c1C	?
Cc1nc(C2CC(N)C2)cc(N2CCC(CN3CCCC3=O)CC2)n1 (stereo not given)	16%
CN1c2cc(C(=O)NC3CCCC3)ccc2C(=O)N2CCCC21 (stereo not given)	16%
COc1cc(Nc2nc3ccccc3nc2-n2nc(C)cc2C)cc(OC)c1	0%
CCn1nccc1C(=O)N1CCC(OCCOc2ccc(F)cc2)CC1	5%
Cc1nc(NC(C)c2nc(-c3cccnc3)no2)c2cccnc2n1 (stereo not given)	4%
O=C(c1cnc[nH]1)N1C[C@@H](COCC2CC2)[C@H](c2ccccn2)C1	26%

(listing goes on)
| canonical_smiles | 12-LOX inh |
| --- | --- |
| Cc1ccc(NC(=O)/C=C/c2cccs2)cc1C | 0% |
| O=C(Nc1ccc(NC(=O)C2CCN(c3nc4ccccc4o3)CC2)cc1)C1CC1 | -52% |
| Cc1c(C(=O)NCc2nccs2)cnn1-c1ncc2c(n1)-c1ccccc1CC2 | -3% |
| CCNC(=O)OC[C@H]1O[C@H](C#Cc2ccc(C(C)(C)C)cc2)C=C[C@H]1OC(C)=O | ? |
| N#Cc1ccccc1NC(=O)CN1CCN(S(=O)(=O)c2cccs2)CC1 | -26% |
| CCn1nccc1C(=O)N1CCC(Cc2noc(C3CCOCC3)n2)C1 (stereo not given) | 24% |
| CN(C)C[C@@H]1CN(S(C)(=O)=O)C[C@H]1NC(=O)CCCc1ccccc1 | 53%[activator] |
| Cc1ccc(-n2nc3n(c2=O)CCN(C(=O)c2cccc(Cl)c2)C3)cc1 | 48%[activator] |
| CCOC(=O)c1ccc2ncc(C(=O)OCC)c(NCCCOC(=O)c3ccccc3)c2c1 | -47% |
| CC1=C[C@@H](CC#N)[C@H](C(C)C)C[C@H]1CC(=O)N1CCN(c2cnccn2)CC1 | 35%[176 µM] |
| CCn1cc(-c2ccc(OC)cc2)cc1C(=O)NCCN1CCN(C)CC1 | 2% |
| CC(=O)Nc1ccc(CN2CCC3(CC(C(C)C)=NO3)C2)cc1 (stereo not given) | 1%[6.33 µM] |
| CN(CC1CCOC1)C(=O)Nc1ccc(F)c(Cl)c1 (stereo not given) | 22% |
| Cc1cn2nc(C(=O)NCCCc3ccccc3)cc2c(N2CCCC2)n1 | 51%[activator] |
| CC(=O)Oc1ccccc1Cn1c(C)c(C(=O)NCCC#N)sc1=O | 1% |
| O=[n+]1cc(-c2cccc(C(F)(F)F)c2)n([O-])c2c1CCCC2 | -53% |
| O=C1NCCCCCN(C(=O)CC2CCCC2)[C@@H]2C[C@@H](C(=O)N3CCc4ccccc4C3)C[C@H]12 | 6% |
| C=CCn1c(SCC(=O)O)nc2c1c(=O)[nH]c(=O)n2C | ? |
| CC(C)Cc1nc(OCC(N)=O)c(C#N)c2c1CCCC2 | -32% |
| O=C(COC(=O)C1(c2ccc(F)cc2)CCCC1)c1ccc(Cl)cc1 | 7% |
| O=C(OCCCS(=O)(=O)c1ccccc1)c1ccc(I)cc1 | -3% |
| Cc1cccc(NC(=O)N2CCn3nnc(CCC(=O)NC4CC4)c3C2)c1 | 11% |
| CCn1cc(CN2CCC(N3CC(OCC4CC4)C34CCCCC4)CC2)cn1 (stereo not given) | 35%[activator] |
| CC1CCCCN1CCNC(=O)c1nn(C)c2c1COc1ccccc1-2 (stereo not given) | -3% |
| O=C(Nc1cccc(C(F)(F)F)c1)C1Cc2c(-c3ccco3)ccnc2O1 (stereo not given) | ? |
| CCOC(=O)c1c(C)nsc1NC(=O)C1(C)CCN1C(=O)CC (stereo not given) | -21% |
| CCc1nc2ccc(C(=O)N3CCN(C(C)=O)CC3)cn2c1N(CC)C(=O)NCCc1ccccc1 | 11% |
| O=C(Nc1ccc2c(c1)CCC2)c1cc(F)c(F)cc1Cl | -26% |
| O=C(NCCN1CCOCC1)C(=O)Nc1cccc(N2CCCS2(=O)=O)c1 | 4% |
| CCCNC(=O)O[C@@H]1CC[C@]2(C)C(CC[C@H]3OC(=O)C[C@H]32)[C@]1(C)CO (stereo not given in full) | -1%[176 µM] |
| COc1cc(=O)n2c(c1C(=O)Nc1cc(Cl)cc(Cl)c1)CCCC2 | 21% |
| CCCNC(=O)c1cc2cc(OCC)ccc2n1C | 11% |
| CC(=O)c1cc(CC(=O)O)cs1 | ? |
| COc1ccccc1CN1CCCC2(Cc3ccccc3CNC2=O)C1 (stereo not given) | 9%[6.33 µM] |
| CCCn1c(=O)n(CC(=O)NCc2nnc3n2CCCCC3)c2ccccc21 | 35% |
| COCCC(=O)N1CCC(c2noc(COc3ccc(F)cc3)n2)C1 (stereo not given) | 50%[activator] |
| Fc1ccc(CNC(=S)Nc2ccc3ccccc3c2)cc1 | ? |
| CC(C)S(=O)(=O)N[C@@H]1c2cc3c(cc2[C@H](c2ccccc2)[C@H]1C)OCO3 | -1% |
| O=C(NCCc1ccccc1)c1cnc2c(c1)N([S+](=O)([O-])c1cccnc1)CCC2 | -9%[176 µM] |
| CCS(=O)(=O)Nc1ccc(C(=O)N[C@H]2C[C@@H](C(=O)OC)N(C)C2)cc1 | -1% |
| O=C(CN1CCC2(CC1)OCCO2)Nc1ccc(F)cc1 | ? |
| COc1ccccc1CNc1nc(NCCN2CCNC2=O)c2sccc2n1 | 3% |
| O=C(CCC1CCCCC1)NC(N1CCCCC1)(C(F)(F)F)C(F)(F)F | 0% |
| CC(C)[C@H](NC(=O)Cc1ccccc1)C(=O)O | -28% |
| O=C(Nc1cccnc1)c1cnc2c(c1)N(Cc1ccccc1)CCC2 | 3%[176 µM] |
| Nc1nnnn1CC(=O)N1CCCCC1CCc1ccccn1 (stereo not given) | 66%[activator] |
| CN(CC1CCOCC1)C(=O)Cc1c(F)cccc1Cl | 9% |
| COc1ccc(C2Cn3nnc(C(=O)N4CCC(C(=O)NC5CCCCC5)CC4)c3CO2)cc1 (stereo not given) | 37% |
| CC(=O)c1cccc(NC(=O)Nc2cccc(-c3nnc(Cc4ccc5c(c4)OCO5)o3)c2)c1 | -13% |
| Cc1ccc(C(=O)N2CCCN(c3cc(-c4ccc(Cl)cc4)[nH]n3)CC2)cc1C | -8% |
| CCCN1CCN(C(=O)c2ccc(-n3nc(C)c(-c4ccccc4)c3NC(C)=O)cc2)CC1 | -36% |
| C#CCNC(=O)C1CCc2nnc(C3CCN(C(=O)Nc4ccc(Cl)cc4)CC3)n21 (stereo not given) | 0%[6.33 µM] |
| COCCn1ccc2nc3ncnn3c(-c3ccccc3)c2c1=O | 20% |
| COc1nc2ccccc2nc1N1CCC(C(=O)NCc2ccccc2C)CC1 | 0% |
| CC#CCn1cc2c3c(cccc31)[C@H](CC(C)C)N[C@H](C(=O)N1CCN(CCO)CC1)C2 | 60%[activator][176 µM] |
| CCc1nc2ccc(C(=O)N(C)C(C)C)cn2c1N(CCC(C)C)CCN(C)C | 13% |
| Cc1[nH]c(=O)c(C#N)cc1C(=O)N1CCC2(CC1)C(=O)Nc1ccccc12 | 70%[activator] |
| CCN(CC)C(=O)CCc1ccc(C(C)(C)C)cc1 | -4% |
| N#Cc1c(C2CCNCC2)cc(-c2c(O)cccc2OCC2CC2)nc1N | -5%[57.4 µM] |
| O=C(CN1CCN(Cc2cccc3cccnc23)CC1)NC1CC1 | 1% |

The list continues.
| canonical_smiles | 12-LOX inh |
| --- | --- |
| CCCN(CC1CCOC1)C(=O)NCC(C)C (stereo not given) | 46%[activator] |
| CCOc1cc(=O)n2c(c1C(=O)Nc1cc(Cl)ccc1F)CCCC2 | 10% |
| Cc1noc(C)c1S(=O)(=O)N1CCC[C@H](n2c(=O)n(C)c3cccnc32)C1 | 4% |
| COc1ccc(C(=O)Nc2oc3c(C)cccc3c(=O)c2-c2ccc(OC)c(OC)c2)cc1OC | 6% |
| COc1cc(CCC(=O)O)cc2c1OCO2 | ? |
| N#CCCN(CCC#N)C(=O)C1CCN(C(=O)c2cccs2)CC1 | 27% |
| CCC(CC)C(=O)N[C@@H](Cn1cc(-c2ccccc2F)c(=O)[nH]c1=O)C(=O)O | 2%[176 µM] |
| Cc1cc(CS(=O)(=O)Cc2ccccc2Cl)on1 | -4% |
| O=C(CN1C(=O)NC2(CCOc3ccccc32)C1=O)NCCc1c[nH]c2ccccc12 (stereo not given) | 1% |
| CN1CCN(C(=O)c2cccc3nccnc23)CC12CCNCC2 | 1% |

A portion of the library (hit frequency here may not be typical).
